# RTF Ca sens act: cardiac RTF calcium sensitivity activators, primary screen, biochemical, IANBD-TnC fluorescence, EC20 calcium; IANBD-labeled TnC RTF fluorescence at EC20 calcium; 0% EC20 calcium, 100% full calcium; activation, % at 7.2 µM; Troponin I, cardiac muscle (Homo sapiens) + Troponin T, cardiac muscle (Homo sapiens) + …; actives 0.24% (n = 340,000); AID 493008, 2010;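 active = activation above the mean over all tested compounds plus 3 SD, cut at about 30% in these data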;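 note: rise in fluorescence read as greater calcium sensitivity of cardiac thin filaments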
# Wnt act: Wnt/beta-catenin pathway activators, primary screen, cell-based, plate reader, single point; Wnt/beta-catenin reporter cell assay, activator; activation, % at 9.35 µM; actives 1.2% (n = 300,000); in the data active = activation above about 30%, passing the limit was not always enough; inconclusive = no clear call, values can overlap the other calls;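 note: 0% = neutral control wells and 100% = positive control wells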
# CAL PDZ FP-1: untagged CAL PDZ binding inhibitors, primary screen, biochemical, fluorescence polarization, HTS; actives 0.92% (n = 300,000); Golgi-associated PDZ and coiled-coil motif-containing protein (Homo sapiens), Q9HD26; AID 602252, 2012; purified CAL PDZ, TMR-peptide fluorescence polarization, 1 h; inhibition, % at 24.9 µM;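 active = mean inhibition of at least 30% with at least half of replicates also reaching 30%; inconclusive = no clear call, values can overlap the other calls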;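 note: 0% = DMSO neutral control and 100% = excess unlabeled competitor peptide PRC23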
# Tat transport: E. coli Tat export inhibitors, primary screen, MC4100, TorA-mCherry reporter, fluorescence, single point; inhibition, % at 10 µM; actives 0.036% (n = 340,000);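 active = mean replicate inhibition at least 50% and at least half of replicates individually reaching 50%; inconclusive = only one of the two criteria met; inactive = neither criterion met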;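 note: exported cargo escapes ClpAP degradation while cytoplasmic cargo is degraded and loses fluorescence; 0% = median of neutral control wells and 100% = median of NaSCN control wells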
# Rtt109 Vps75: inhibitors of C. albicans Rtt109/Vps75 HAT, primary screen, biochemical, ThioGlo CoA-SH fluorescence, plate reader; Histone acetyltransferase RTT109 (Candida albicans (strain SC5314 / ATCC MYA-2876)), …; purified Rtt109/Vps75, 4 h; inhibition, % at 34.9 µM; actives 0.16% (n = 330,000);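 active = inhibition of at least 50% in every replicate; inconclusive = best replicate reaches 50% inhibition but some replicates fall short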
# MITF TRPM1 HTS: activators of MITF-driven TRPM1 promoter reporter, primary screen, cell-based, SK-MEL-5, luciferase, single point | activation, % at 12.5 µM | SK-MEL-5 TRPM1-promoter luciferase, 24 h; % of positive control, neutral wells = 0 | actives 0.75% (n = 300,000);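 active = mean activation of at least 80% with every replicate also reaching 80%; inconclusive = mean reaches 80% but some replicate falls short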;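 note: 0% = neutral control wells and 100% = parthenolide positive control wells; values of inactives mirror those of a sister screen read the other way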
# CDK5 inh: inhibitors of human CDK5/p35 kinase, primary screen, biochemical, single concentration | actives 0.01% (n = 330,000) | AID 488839, 2010 | inhibition, % at 10 µM | Cyclin-dependent kinase 5 (Homo sapiens) + Cyclin-dependent kinase 5 activator 1 (Homo … | Recombinant CDK5/p35, ADP-Glo luminescence, 60 min;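 active = highest replicate inhibition of at least 50% and at least 75% of replicates reaching 50%; inconclusive = only one of the two criteria met; inactive = both criteria failed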;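 note: plate controls were DMSO neutral control for no effect and GW8510 at 10 µM for full effect; many of its hits are not listed in these tables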
# Target sequence (Q00535 whole entry, looked up): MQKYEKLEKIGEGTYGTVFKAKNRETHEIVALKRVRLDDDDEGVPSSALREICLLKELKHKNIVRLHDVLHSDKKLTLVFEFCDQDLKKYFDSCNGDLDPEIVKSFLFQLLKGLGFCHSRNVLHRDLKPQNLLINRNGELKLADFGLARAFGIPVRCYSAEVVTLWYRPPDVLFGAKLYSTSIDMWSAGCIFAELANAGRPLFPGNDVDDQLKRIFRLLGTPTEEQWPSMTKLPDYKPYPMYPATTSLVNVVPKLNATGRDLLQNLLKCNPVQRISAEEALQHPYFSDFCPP
# Target sequence (Q15078 whole entry, looked up): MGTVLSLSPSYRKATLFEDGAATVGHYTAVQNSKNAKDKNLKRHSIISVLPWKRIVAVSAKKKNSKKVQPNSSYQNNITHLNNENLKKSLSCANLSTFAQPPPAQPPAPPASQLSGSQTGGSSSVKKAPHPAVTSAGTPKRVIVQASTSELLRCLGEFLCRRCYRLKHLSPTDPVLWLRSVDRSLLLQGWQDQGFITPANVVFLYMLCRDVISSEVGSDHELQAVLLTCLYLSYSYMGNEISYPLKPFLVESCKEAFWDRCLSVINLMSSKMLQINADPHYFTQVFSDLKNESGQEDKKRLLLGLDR
# CAL PDZ FP-2: CAL PDZ peptide-binding inhibitors, primary screen, biochemical, fluorescence polarization, Cer-tagged CAL PDZ, HTS. actives 0.02% (n = 330,000). purified CAL PDZ, TMR-peptide fluorescence polarization, 1 h. AID 504414, 2011. inhibition, % at 20 µM;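 active = highest replicate inhibition of at least 40%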;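 note: plate controls were DMSO neutral control wells for no effect and unlabeled competitor peptide control wells for full effect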
#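 Material – purified CerCALP PDZ construct · Detection – FP readout, S and P plane fluorescence · Measure – percent inhibition from loss of millipolarization · Controls – unlabelled peptide for full inhibition, DMSO wells as neutral · Probe or stimulus – TMR-labelled reporter peptide T*-PRC34 bound in PDZ groove · Times – 1 h at RT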
# dFosB act: activators of delta FosB homodimer, primary screen, biochemical, fluorescence polarization, TAMRA-CDK5 oligo, single point. Protein FosB (Mus musculus), P13346. purified delta FosB; percent of positive-control signal above neutral wells. activation, % at 25 µM. actives 0.99% (n = 340,000);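 active = mean activation above about 17%, with every replicate also reaching it, limit read from the data, passing the limit was not always enough; inconclusive = only one of the two conditions met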;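 note: fluorescence polarization rise as delta FosB binds a TAMRA Cdk5 AP-1 oligo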
# Target sequence (P13346 whole entry, looked up): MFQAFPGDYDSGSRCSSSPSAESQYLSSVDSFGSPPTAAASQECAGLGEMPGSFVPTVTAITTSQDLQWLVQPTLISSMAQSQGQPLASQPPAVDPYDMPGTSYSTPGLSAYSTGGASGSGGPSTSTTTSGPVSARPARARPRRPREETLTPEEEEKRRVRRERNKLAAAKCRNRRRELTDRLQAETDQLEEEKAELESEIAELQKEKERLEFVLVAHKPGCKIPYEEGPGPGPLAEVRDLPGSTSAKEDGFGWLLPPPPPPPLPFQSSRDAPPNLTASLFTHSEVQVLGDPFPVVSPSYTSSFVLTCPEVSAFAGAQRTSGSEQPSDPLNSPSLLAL
# V-ATPase pH: regulators of yeast V-ATPase proton pumping, primary screen, pHLuorin cytosolic pH fluorescence | S. cerevisiae | response, % at 10 µM | actives 0.37% (n = 350,000) | AID 504577, 2011; in the data active = response mostly above about 7.3%, no sharp cut-off; inactive = mostly below about 5.4%; note: actives read high; inactives centre near 0; some compounds called inactive have numbers as strong as hits
# The depositor's hits bear a star; ? = inconclusive; . = no result given. This is a random part of the collection. About 4.1% of those tested had a hit in this group.
SMILES,RTF Ca sens act,Wnt act,CAL PDZ FP-1,Tat transport,Rtt109 Vps75,MITF TRPM1 HTS,CDK5 inh,CAL PDZ FP-2,dFosB act,V-ATPase pH
OC1CCN(C(=S)Nc2ccc(Nc3ccccc3)cc2)CC1,5,-2,-2,2,-6,21,1.9,-1.4,-2,0
Cc1ccccc1Nc1nc(N)nc(CSc2nc3ccccc3c(=O)n2C)n1,-3,.,0,1,0,-8,-0.1,0.6,9,2
Cc1ccc(CN2C3CCCC2CC(NC(=O)c2ccc(C)cc2)C3)cc1 (stereo unspecified),0,-1,0,7,3,13,-1.4,-2.7,-1,0
CC1CCCC(NC(=O)CN2C(=O)NC(Cc3c[nH]c4ccccc34)C2=O)C1C (stereo unspecified),-3,-2,.,-1,1,-4,-3.0,-0.6,-2,11
COc1cc(/C=C/c2cc[n+](C)cc2)ccc1OCC(=O)Nc1ccccc1,-5,3,-5,6,-264,32,1.2,-1.1,-8,6
O=C(Cn1cc([N+](=O)[O-])cn1)NCc1cc2ccccc2[nH]1,-3,0,-1,4,2,-8,0.4,0.7,0,-4
CC/C(=N\NC(=O)CSCc1ccccc1Br)c1ccc2c(c1)OCCO2,-3,-1,-1,8,-2,-6,-1.1,-0.6,20*,0
O=C(O)C1(S(=O)(=O)CCC(F)=C(F)F)CC1,-4,-1,3,1,.,-1,1.1,0.6,6,-1
Cc1ccc(S(=O)(=O)CC(=O)Nc2c(C)n(C)n(-c3ccccc3)c2=O)cc1,-2,-1,-5,-5,-23,-15,-2.9,-2.0,3,7
CCOC(=O)/C(C#N)=C1\CCCN1CC(N)=S,5,.,-3,-1,-1,0,0.7,-1.5,-1,3
CCn1c(Cc2c(C)[nH]c3ccccc23)nnc1SCC(=O)NCc1ccccc1,-3,.,19,-4,4,-11,.,-0.8,-7,1
CCOC(=O)c1sc2nc(C)[nH]c(=S)c2c1C,-1,-11,2,-1,8,3,-1.2,0.1,21*,-82
CCN(CC)S(=O)(=O)c1ccc(Cl)c(NC(=O)COc2ccc(OC)cc2)c1,1,-2,-1,1,-22,1,0.0,-2.3,-2,-2
Cc1ccc(/C(O)=C2\C(=O)C(=O)N(CC(C)O)C2c2ccc(N(C)C)cc2)cc1 (stereo unspecified),0,.,0,-2,-5,4,-2.4,0.5,0,3
CCOC(=O)c1sc(NC(=O)CCSC)nc1C,1,.,2,0,.,.,-1.4,-3.3,-10,4
COc1ccc(NC(=O)CN(C)C(=O)C2CC(=O)N(c3ccc4c(c3)OCCO4)C2)cc1 (stereo unspecified),-2,-1,-1,1,6,3,0.3,-3.5,1,-2
CC(=O)Nc1ccc(C(=O)OCC(=O)Nc2ccccc2Sc2ccccc2)cc1,0,-2,-2,6,10,10,-1.7,-3.0,-7,6
COc1ccc(CNc2c(C(=O)O)cnc3c2cnn3C)cc1,5,-1,-8,-11,-1,-5,-1.6,-1.6,-4,-1
Cc1ccc2c(c1)N(CC(=O)N1CCCCCC1)C(=O)c1cccnc1O2,-1,1,-4,6,-7,5,1.6,-2.6,-6,-2
O=C(NCCNC(=O)c1cnccn1)c1ccc(Cl)c(Cl)c1,-2,0,.,3,1,3,1.1,-0.5,1,-1
CCCCn1c(SCC(=O)N2CCCCC2)nc2cc(S(N)(=O)=O)ccc21,-4,.,.,0,-12,-14,1.5,-1.6,-11,5
O=C(Nc1cccc(O)c1)c1ccc(C(=O)c2ccccc2)o1,-8,-5,-5,3,.,69,-2.1,-3.4,3,-3
CCOC(=O)C1(C)NC(c2ccco2)C2C(=O)N(c3ccccc3)C(=O)C21 (stereo unspecified),1,0,.,-7,10,.,-0.2,0.0,-4,-2
Cc1ccc(-c2cc(N)on2)cc1,1,.,-2,0,8,17,0.0,-0.5,9,-2
Cc1ccccc1N(CC(=O)N1CCOCC1)S(C)(=O)=O,1,-1,-3,-4,12,-6,1.9,-0.7,2,3
Cc1noc(C)c1COC(=O)c1ccc(N(C)C)cc1,-6,0,.,3,-10,17,-1.9,-0.1,-4,-3
COc1ccc(N2CCN(Cc3nc4c(c(=O)n(C)c(=O)n4C)n3CCc3ccccc3)CC2)cc1,4,2,-2,-3,6,2,1.2,0.3,2,-3
CCOC(=O)C(O)(CCC(O)(C(=O)OCC)C(=O)OCC)C(=O)OCC,5,0,-1,-7,.,-3,0.9,-2.5,3,8
Cc1cc(NC(=O)CSCC(=O)OCc2nnc(-c3ccccc3)o2)no1,1,1,-4,1,12,7,0.0,0.1,-15,-4
COc1cccc(CNS(=O)(=O)c2ccc3c(c2)CC(C)N3C(=O)C2CCC2)c1 (stereo unspecified),0,-8,4,5,10,-15,0.9,-0.8,-9,-2
CCOc1cc(N2CCOCC2)c(OCC)cc1NC(=O)Cc1cn2ccsc2n1,-5,-2,-1,16,1,-8,1.1,-0.3,-1,2
COc1cccc(N2C(=O)CC(NNC(=O)c3cccs3)C2=O)c1 (stereo unspecified),-2,0,-4,2,-4,-5,-2.3,-0.4,-1,3
Cc1oc2ccc(NS(=O)(=O)c3cccc4cccnc34)cc2c1C(=O)OC(C)C,4,.,0,-1,6,6,1.5,-0.8,-6,2
Cc1cc(O)ccc1-c1cnc2ccccc2n1,1,.,-1,-16,14,22,0.5,.,-3,4
CCC1Nc2ccccc2-c2nnc(SC)nc2O1 (stereo unspecified),1,.,-6,0,3,-1,0.6,1.4,11,-1
CC1=C(C#N)C(c2cccnc2)C2=C(CC(C)(C)CC2=O)N1 (stereo unspecified),10,.,1,2,-107,-5,0.4,-0.8,1,-2
O=C(Nc1nnc(S(=O)(=O)N2CCCCC2)s1)c1ccc(Cl)cc1,4,-2,-2,0,-3,.,0.2,-0.6,3,-1
CCc1nn(CC(=O)NCCCN2CCOCC2)c(=O)c2cc3sccc3n12,-1,2,-2,0,0,14,0.4,-1.0,-17,-3
Cc1nc2c(ccc3nc(NC(=O)C(c4ccccc4)c4ccccc4)sc32)s1,1,-5,.,-17,4,-38,0.3,-1.6,?,-3
COc1ccc(-c2csc3nc(-c4ccc(C)cc4)oc(=O)c23)cc1OC,6,.,-1,2,5,-8,1.8,-2.3,5,-4
Cc1ccc(C)c(N2CCN(c3ccncc3N)CC2)c1,-8,-3,1,-1,9,-5,1.1,0.8,-5,3
CC(C)c1ccc(NS(=O)(=O)c2ccc(-n3cccn3)cc2)cc1,3,2,-4,0,-12,8,1.3,-2.4,-12,5
O=C(c1ccc2c(=O)n(Cc3ccccc3Cl)c(=S)[nH]c2c1)N1CCOCC1,1,-3,-2,1,3,0,1.5,0.1,-4,-3
CC(=O)Nc1ccc(NC(=O)Cn2nc([N+](=O)[O-])c(Br)c2C)cc1,1,0,-3,10,-3,-1,-0.4,-2.9,-3,-3
CC(=O)c1ccc(NC(=O)C2CCN(S(=O)(=O)c3cccnc3)CC2)cc1,-2,0,1,-5,-10,-2,3.5,-2.1,-1,-3
OC(CNCCc1ccc(C(F)(F)F)cc1)COc1ccc2ccccc2c1 (stereo unspecified),-4,-3,-4,8,8,-14,-0.2,-3.2,-48,-3
CC(C)c1ccc(C(=O)Nc2nnc(S(=O)(=O)N3CCCCC3)s2)cc1,0,1,-2,8,-11,-11,1.3,-2.5,-1,6
CC1CCN(C(=S)c2cn(Cc3ccccc3F)c3ccccc23)CC1,2,-2,0,-2,6,.,0.1,-1.6,-4,-1
CCOc1cccc(/C=C2/NC(=O)N(CC(=O)Nc3cccc(C)c3)C2=O)c1O,-4,-1,-6,-4,-9,-7,0.2,0.0,23*,1
Cc1ccc(NC(=O)c2cc(-c3ccc4c(c3)OCO4)on2)cc1C,0,3,1,-8,2,29,-0.9,-1.2,8,-4
O=C(NNC(=O)c1cc(Cl)nc2ccccc12)c1ccccc1F,-5,1,-1,-4,-4,4,-0.1,-1.2,-2,0
CCOc1ccccc1C(=O)NC1CC2CCCC(C1)N2Cc1ccc(C)cc1 (stereo unspecified),4,4,-2,1,-3,11,0.0,-0.5,-13,-3
COc1ccc(-c2csc3ncn(-c4ccccc4)c(=O)c23)cc1OC,-3,-1,0,-1,5,-6,-0.7,-1.3,-5,-1
CCOC(=O)c1ccc(NC(=O)C(=O)NCCc2ccc(OC)cc2)cc1,1,-1,-5,-6,4,0,0.8,-0.4,1,-1
CS(=O)(=O)Oc1ccc2c(c1)O/C(=C\c1cccnc1)C2=O,1,1,.,-4,1,.,-1.3,-0.6,-3,-1
Cc1cc(C)cc(N(C(=O)Cc2cccs2)C(C(=O)NC2CCCC2)c2ccc(C)o2)c1 (stereo unspecified),2,-2,2,2,-14,-6,0.4,-1.4,-3,3
CCc1ccc(NS(=O)(=O)c2ccc3c(c2)oc(=O)n3C)cc1,-3,-1,6,-3,-14,-5,-0.2,-0.7,-2,-4
COC(=O)C1CCN(CC(N)=O)CC1,2,-2,-4,-4,-5,1,-1.8,.,-1,3
O=C(CNC(=O)C1COc2ccccc2O1)N/N=C/c1cc(Br)c(O)c(Br)c1 (stereo unspecified),-3,0,3,-5,6,-8,0.1,-1.4,-5,-3
CCOC(=O)C1CCCN(Cc2c(C(=O)N3CCOCC3)nc3ccccn23)C1 (stereo unspecified),1,-2,-13,-11,16,-11,-1.1,1.2,-1,-4

# Going on with the list:
SMILES,RTF Ca sens act,Wnt act,CAL PDZ FP-1,Tat transport,Rtt109 Vps75,MITF TRPM1 HTS,CDK5 inh,CAL PDZ FP-2,dFosB act,V-ATPase pH
O=C(O)c1cc(-c2ccc(/C=N/Nc3ccc(Cl)cc3)o2)ccc1Cl,2,.,0,-5,6,-15,0.2,2.0,-8,3
O=C(CCN1C(=O)C2CCCCC2C1=O)Nc1nc(-c2ccc(F)c(F)c2)cs1 (stereo unspecified),1,-3,.,-1,4,8,-0.3,-0.2,-13,-4
CC(=O)c1cccc(NC(=O)c2sc(Cl)nc2C)c1,10,0,0,-4,28,14,0.5,0.2,-4,7
O=C(CNS(=O)(=O)c1ccccc1)OCC(=O)c1c[nH]c2ccccc12,10,-4,-2,-2,4,.,-1.2,0.6,0,-4
COC(=O)c1cc2ccccc2oc1=O,-3,.,-1,-2,-2,12,-0.3,-0.2,-5,0
O=C(CCN1C(=O)c2ccccc2C1=O)Nc1ccccn1,7,.,-2,2,.,4,2.3,-2.8,0,3
